Compound activity from PubChem.
Apaf1 inhib – blocks human Apaf-1 apoptosome activity. reconstituted apoptosome caspase-3 activity, DEVD-Rh110 fluorescence. inhibition, % at 20 µM. 330,000 tested, 0.71% active; active means inhibition of at least 40% at 20 µM;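 further: plate controls were DMSO wells for no effect and DEVD-CHO caspase inhibitor wells for full effect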
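System – cell-free apoptosome with Apaf-1, procaspase-3 and caspase-9 · Buffer or medium – pH 7.5 Hepes buffer with CHAPS, BSA, DTT · Also added – cytochrome c with DEVD-Rh110 · Times – 30 min compound preincubation, 50 min activation, room temperature · Technique – Rh110 fluorescence intensity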
hIAP block – human IAP inhibition; P09923; purified IAP, CDP-Star luminescence, 30 min; 330,000 tested, 0.12% active; AID 2544; inhibition, % at 10 µM;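 active means inhibition reaching a set limit with compound at 10 µM in the primary screen, cut at about 35% in these data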;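 further: plate controls were DMSO wells with enzyme for no effect and no-enzyme buffer wells for full effect; values of inactives mirror those of a sister screen read the other way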
hIAP activ – human IAP activation; P09923; purified human IAP, CDP-Star luminescence, 30 min; hits give high values; 1 = vehicle-only enzyme, 0 = enzyme-free background; activation factor at 10 µM; 330,000 tested, 0.16% active; AID 2524;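 active means activation factor of the enzyme at least 2-fold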; further: the source names both 10 and 20 µM as test concentration; values of inactives mirror those of a sister screen read the other way
mIAP act – mouse IAP activation; muIAP, CDP-Star luminescence, 30 min; hits give high values; 1 = vehicle-only enzyme signal, 0 = enzyme-free wells; activation factor at 10 µM; 330,000 tested, 0.24% active;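 active means activation factor of at least 2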; further: the source names both 10 and 20 µM as test concentration; values of inactives mirror those of a sister screen read the other way
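Assay system: mouse IAP enzyme; reagent: chemiluminescent substrate CDP-Star; dosing: test compounds delivered from DMSO solution; schedule: 30 min at room temperature; measured by: luminescence from enzymatic CDP-Star hydrolysis; controls: DMSO-only wells and no-enzyme negative control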
mIAP block – mouse IAP inhibition; purified mouse IAP, CDP-Star luminescence, 30 min; AID 2806; 330,000 tested, 0.2% active; inhibition, % at 10 µM;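 active means inhibition of at least 40% at 10 µM in the primary screen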;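 further: plate controls were DMSO with enzyme for no effect and no enzyme wells for full effect; values of inactives mirror those of a sister screen read the other way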
NALP3 yeast inh – blocks the NALP3 inflammasome reconstituted in yeast; Yeast reconstituted NLRP3/ASC/caspase-1, beta-gal luminescence, 24 h; inhibition, % at 10 µM; 330,000 tested, 0.39% active; AID 2825;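 active means inhibition of 50% or more; inactive means inhibition below 50%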;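 further: plate controls were induced DMSO wells for no effect and uninduced yeast grown without galactose for full effect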
ATG4B inhibitor – ATG4B (human) cysteine protease inhibition | AID 504462 | inhibition, % at 8.33 µM | ATG4B cleavage of LC3-PLA2, NBD-HPC fluorescence, 1 h | 340,000 tested, 0.51% active | Q9Y4P1; in the data active means inhibition above about 40%
TIM10 inh – TIM10 yeast growth inhibition; 330,000 tested, 1.4% active; inhibition, % at 10 µM; S. cerevisiae TIM10 strain growth, BacTiter-Glo luminescence, 24 h;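 active means inhibition of 40% or more at the single tested concentration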;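 further: wild-type TIM10 isogenic control strain grown at permissive 25 °C; 0% = DMSO yeast wells and 100% = minimal medium wells without yeast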
tim10-1 inh – inhibits growth of tim10-1 mutant yeast | AID 463190 | inhibition, % at 20 µM | 330,000 tested, 2.2% active | S. cerevisiae tim10-1 ts strain growth, BacTiter-Glo, 24 h;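 active means inhibition of at least 40%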;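 further: mutant grown at 25 °C; 0% = DMSO wells with yeast and 100% = wells holding no yeast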
Numbers without * were called inactive; . = no result given. Compounds as they come; overall some 4.5% were active at least once.

No.	SMILES	Apaf1 inhib	hIAP block	hIAP activ	mIAP act	mIAP block	NALP3 yeast inh	ATG4B inhibitor	TIM10 inh	tim10-1 inh
1	CCN(C(=O)CSc1cccc[n+]1[O-])c1ccccc1	1	8	0.92	0.91	9	18	-1	6	0
2	Cc1cccc(NC(=O)CN(C)S(=O)(=O)c2cccc3cccnc23)c1	5	12	0.88	0.84	16	21	-10	16	33
3	CCN(CC)Cc1cc(NC2=NS(=O)(=O)c3ccccc32)ccc1OC(=O)c1ccccc1	8	-15	1.2	0.97	3	6	-9	-3	7
4	C=C(C)C1CC=C(C)/C(=N\NC(=S)Nc2ccc(C)cc2)C1 (stereo not given)	2	9	0.91	0.8	20	34	9	25	21
5	CCOC(=O)C1=C(CN2CCN(CCC#N)CC2)NC(=O)NC1c1ccc2c(c1)OCO2 (stereo not given)	3	-5	1.1	1.1	-6	1	-6	2	22
6	COc1ccc(CCn2c(N3CCN(C)CC3)nc3c2c(=O)[nH]c(=O)n3C)cc1	6	-15	1.1	1.1	-6	13	0	-7	15
7	COc1ccc(/C=C2\SC(=O)N(CC(=O)Nc3cccc(C)c3)C2=O)cc1O	12	-31	1.3	0.86	14	15	0	11	24
8	Cc1ccc(N2CC(C(=O)Nc3ccc(S(=O)(=O)N4CCCC4)cc3)CC2=O)cc1 (stereo not given)	-9	-15	1.2	1.1	-7	-8	-9	10	5
9	Cc1c(Cl)cccc1NC(=O)CSc1nncn1-c1cccnc1	-11	-10	1.1	1	-4	17	-3	-8	-5
10	O=C1CNC(=O)N1CC(O)Cn1c2ccccc2c2ccccc21 (stereo not given)	-4	0	1	0.96	4	9	-14	-1	7
11	COc1cccc(C(=O)N2CCN(Cc3ccccn3)CC2)c1	4	-7	1.1	1	0	-2	1	9	20
12	Cc1ccc(Oc2nnc(-c3cccs3)c3ccccc23)cc1	17	17	0.83	0.94	6	5	-5	-5	14
13	Cc1ccc(S(=O)(=O)N2CCC(c3nc4c(nnn4Cc4ccccc4)c(=O)[nH]3)CC2)cc1	25	-2	1	0.99	1	-5	-10	-7	12
14	CCOC(=O)c1c(C)[nH]c(C(=O)COC(=O)CNS(=O)(=O)c2ccc(C)cc2)c1C	5	1	0.99	1	-1	-4	-15	71*	4
15	COc1ccc(OC)c(N(CC(=O)O)S(=O)(=O)c2ccc(OC)c(OC)c2)c1	-28	-1	1	0.99	1	10	-1	-2	-16
16	CCC(C)Sc1nnc(Cc2cc(=O)[nH]c(=O)[nH]2)n1-c1ccc(F)cc1 (stereo not given)	9	-15	1.1	1.1	-10	-11	-5	8	-8
17	CCc1ccc(NC(=O)CSc2nnc(C)c(=O)n2N)cc1	-14	-26	1.3	1	-3	4	6	7	-14
18	CCC(=O)NC(c1ccccc1)c1nc2ccccc2[nH]1 (stereo not given)	6	9	0.91	0.92	8	-2	-7	9	6
19	Cc1cccc(NCC(O)Cn2cnc3c2c(=O)n(C)c(=O)n3C)c1 (stereo not given)	5	-1	1	1.1	-6	-2	-4	10	17
20	Cc1ccc(-c2nnc(N3CCN(S(C)(=O)=O)CC3)c3ccccc23)cc1	11	0	0.99	0.97	3	1	-3	23	20
21	CNS(=O)(=O)c1cccc(C(=O)OCC(=O)N2CCc3ccccc3C2)c1	-1	4	0.96	0.86	14	17	-7	5	8
22	O=C(Oc1ccc2c3c(c(=O)oc2c1)CCC3)c1ccco1	-25	22	0.78	1	-1	16	-4	34	40
23	O=C(NC1CC1)C1CCN(C(=O)c2ccccc2Cl)CC1	0	4	0.96	1.1	-11	15	-7	3	-25
24	O=C(Cc1ccccc1)Nc1c(C(=O)N2CCCCCC2)cnn1-c1ccccc1	6	-4	1	1.2	-15	-2	-10	20	29
25	Cc1nc(CS(=O)(=O)c2ccccc2)cc(Sc2ccccc2Cl)n1	5	-13	1.1	1	-3	18	6	14	28
26	CCc1ccc2[nH]c3nc(N/N=C/c4cccc(O)c4)nnc3c2c1	-2	6	0.94	0.97	2	11	-3	-11	-7
27	CC(C)CNC(=S)N1CCC(C(=O)c2ccc(F)cc2)CC1	2	-26	1.3	0.83	17	1	1	1	16
28	COc1ccc(NS(=O)(=O)c2cc3c4c(c2)C(C)C(=O)N4CCC3)cc1 (stereo not given)	-1	3	0.97	0.98	2	7	-5	-2	-3
29	CCOC(=O)/C(C(=O)Nc1ccccc1Cl)=C1/NC(C)(C)Cc2ccccc21	9	4	0.96	1.1	-10	5	28	19	24
30	CN(C)Cc1c(O)ccc2c(=O)c(-c3ccc(Cl)cc3)coc12	-2	-18	1.2	0.98	2	8	-1	-2	-12

Of the compounds above, these contain fluorine:
No.	SMILES	Apaf1 inhib	hIAP block	hIAP activ	mIAP act	mIAP block	NALP3 yeast inh	ATG4B inhibitor	TIM10 inh	tim10-1 inh
16	CCC(C)Sc1nnc(Cc2cc(=O)[nH]c(=O)[nH]2)n1-c1ccc(F)cc1 (stereo not given)	9	-15	1.1	1.1	-10	-11	-5	8	-8
27	CC(C)CNC(=S)N1CCC(C(=O)c2ccc(F)cc2)CC1	2	-26	1.3	0.83	17	1	1	1	16

The main list resumes; the four compounds before the break are reprinted first.
No.	SMILES	Apaf1 inhib	hIAP block	hIAP activ	mIAP act	mIAP block	NALP3 yeast inh	ATG4B inhibitor	TIM10 inh	tim10-1 inh
27	CC(C)CNC(=S)N1CCC(C(=O)c2ccc(F)cc2)CC1	2	-26	1.3	0.83	17	1	1	1	16
28	COc1ccc(NS(=O)(=O)c2cc3c4c(c2)C(C)C(=O)N4CCC3)cc1 (stereo not given)	-1	3	0.97	0.98	2	7	-5	-2	-3
29	CCOC(=O)/C(C(=O)Nc1ccccc1Cl)=C1/NC(C)(C)Cc2ccccc21	9	4	0.96	1.1	-10	5	28	19	24
30	CN(C)Cc1c(O)ccc2c(=O)c(-c3ccc(Cl)cc3)coc12	-2	-18	1.2	0.98	2	8	-1	-2	-12
31	CCOC(=O)N1CCN(C(=O)CCSc2ccc(Cl)cc2)CC1	15	-5	1	1	-4	35	-8	1	36
32	Cc1cc(C(=O)Nc2cccc3c2O[C@@H](CN(C)S(C)(=O)=O)[C@H](C)CN([C@@H](C)CO)C3=O)n(C)n1	6	-6	1.1	0.99	1	10	4	0	9
33	O=C(Nc1nnc(-c2ccc(F)cc2)o1)c1ccc(S(=O)(=O)N2CCOCC2)cc1	-8	-13	1.1	0.9	10	-2	-5	-2	8
34	NS(=O)(=O)c1ccc(NC(=S)NCc2ccccc2Cl)cc1	4	15	0.85	1.6	-60	16	1	7	6
35	COc1ccc(OCCCC(=O)Nc2nnc(C3CCCO3)s2)cc1 (stereo not given)	8	-2	1	0.94	6	-7	-18	7	18
36	CC1=CCC2C(=O)N(c3ccc(C(=O)N4CCCCCC4)cc3)C(=O)C2C1 (stereo not given)	10	-7	1.1	1.1	-5	11	-10	-5	9
37	Cc1ccc(-n2nc3c(c2NC(=O)c2ccccc2)CS(=O)(=O)C3)cc1C	-3	-4	1	1	-1	-4	2	4	8
38	CCOC(=O)C1CCN(CC(=O)Nc2ccc(OC)c(S(=O)(=O)N3CCCCC3)c2)CC1	-3	6	0.94	0.96	4	6	-1	-13	-23
39	CSc1ccc(CN2C(=O)NC3(CCCCCCC3)C2=O)cc1	14	-9	1.1	0.98	2	23	-10	20	28
40	COc1cc(NC(=S)NC(C)=O)ccc1NC(=O)C(C)C	5	2	0.98	0.96	4	-6	-1	2	-3
41	CCN(CC(=O)Nc1c(F)cccc1F)C(=O)CN1c2cccc3cccc(c23)S1(=O)=O	0	11	0.89	1	-1	8	-1	-3	-1
42	N#Cc1cccc(Cn2cc(C(F)(F)F)ccc2=O)c1	1	10	0.9	0.93	7	5	0	-10	10
43	CCNc1nc(NCC)n2c(SCC(=O)c3ccccc3Cl)nnc2n1	0	-5	1.1	0.96	4	7	-3	12	17
44	CC(=O)c1ccc(NC(=S)NC(C)c2ccc(Cl)cc2Cl)cc1 (stereo not given)	9	0	1	1	-4	1	-3	26	56*
45	Cc1nc(C(=O)N2CCC(n3nccc3NC(=O)Nc3ccccc3Cl)CC2)cs1	2	-11	1.1	1.1	-7	7	4	5	4
46	O=C(c1ccncc1)N1CCCC(N2CCN(c3cccc(C(F)(F)F)c3)CC2)C1 (stereo not given)	10	24	0.77	0.98	2	-3	1	9	10
47	O=C(CN1CCN(S(=O)(=O)c2ccc(Cl)c(Cl)c2)CC1)N1CCCCC1	13	-15	1.2	1.1	-5	-6	2	3	19
48	CCc1ccc2c(c1)C(=O)C(=O)N2CCS(=O)(=O)c1ccccc1	1	8	0.92	0.98	2	7	-6	11	11
49	N#CC1=C(N)Oc2c(oc(CO)cc2=O)C1c1cccs1 (stereo not given)	6	1	0.99	0.84	16	10	-2	4	12
50	O=C(c1ccc2c(c1)OCO2)N1CCC2(CC1)Oc1ccc(F)cc1C(=O)C21CC(c2ccc(Cl)cc2)=NO1 (stereo not given)	12	-3	1	0.96	4	16	-4	25	26
51	COC(=O)c1cc(-c2c(C)oc3cc(O)ccc3c2=O)c(C)o1	-18	4	0.96	1	-2	14	-1	3	5
52	Cc1cc2oc(=O)cc(-c3ccccc3)c2c(C)c1-c1ccc(C(F)(F)F)cc1	19	.	.	0.95	5	.	-1	5	26
53	CC(=O)c1ccc(OCc2cc(C(=O)N3CC4C[C@@H]5CC3C[C@H](C4)C5)no2)cc1	10	-7	1.1	0.9	10	15	-11	8	17
54	Cc1ccc(C(=O)N/C(=C/c2cccnc2)C(=O)O)cc1	9	-9	1.1	1.1	-10	7	-6	-3	-11
55	CS(=O)(=O)N(CC(=O)Nc1ccc2c(c1)OCO2)c1ccc2c(c1)OCO2	-3	3	0.97	1	-1	1	-10	-5	4
56	Cc1ccc(-c2nn(-c3ccc(F)cc3)cc2C(=O)N2CCN(C3CCS(=O)(=O)C3)CC2)cc1 (stereo not given)	6	-5	1	1	-4	10	-4	27	3
57	NC(=O)c1nsc(C(=O)N(CC(=O)NCc2ccc3c(c2)OCO3)C2CCCCC2)c1N	2	-3	1	1.1	-8	14	-4	2	1

Part of the list above, set out differently.
(30) CN(C)Cc1c(O)ccc2c(=O)c(-c3ccc(Cl)cc3)coc12
  Apaf1 inhib: -2
  hIAP block: -18
  hIAP activ: 1.2
  mIAP act: 0.98
  mIAP block: 2
  NALP3 yeast inh: 8
  ATG4B inhibitor: -1
  TIM10 inh: -2
  tim10-1 inh: -12

(31) CCOC(=O)N1CCN(C(=O)CCSc2ccc(Cl)cc2)CC1
  Apaf1 inhib: 15
  hIAP block: -5
  hIAP activ: 1
  mIAP act: 1
  mIAP block: -4
  NALP3 yeast inh: 35
  ATG4B inhibitor: -8
  TIM10 inh: 1
  tim10-1 inh: 36
